# KCNH2 3.1 inh = qHTS for Inhibitors of KCHN2 3.1: Mutant qHTS. AID 720553, 2013. activity change, % (tested at about 1.8 µM). U2OS KCNH2 3.1, thallium flux FluxOr; active compounds read low. 340,000 compounds, 0.95% hits. Potassium voltage-gated channel subfamily H member 2, brain isoform KCNH2 3.1 (human);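 active = maximum activity change below -70%; inconclusive = maximum activity change from -70% to -50%; inactive = maximum activity change above -50%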;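 also: thallium influx rate constant from kinetic fluorescence after stimulation buffer; % is scaled to controls: 0 for no effect and ±100 for the full control effect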
#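 Virally transduced U2OS (3.1 isoform, 4 h infection in dark at RT) → overnight 37 C → FluxOr + Red40 in HBSS/HEPES, 45 min → stimulation buffer, 2 min kinetic read → rate constant vs DMSO controls.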
# A-T KAP1 phos = qHTS Assay for Identifying a Potential Treatment of Ataxia-Telangiectasia | Potency, µM (highest dose often 57.5 µM), inactives show top-dose activation, usual class: activators | 320,000 compounds, 0.19% hits | […] A-T fibroblasts, KAP-1 phosphorylation AlphaLISA; neocarzinostatin DNA damage 30 min before lysis; also: potency is read from the fitted curve at half-maximal effect; % of control where 0% means no effect; nearly all actives have a fitted effect of over 45% in size
#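 ATM-like activity read as KAP-1 phosphorylation via AlphaLISA donor/acceptor antibody pairs after lysis and 6 hr at 25C. Cells were ATM-null patient fibroblasts ([…], hTERT), dosed 60 min, then exposed to the DSB inducer NCS for 30 min.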
# hERG WT inh = qHTS for Inhibitors of KCHN2 3.1: Wildtype qHTS. Voltage-gated inwardly rectifying potassium channel KCNH2 (Homo sapiens), Q12809. U2OS, BacMam KCNH2, thallium flux FluxOr; active compounds read low. activity change, % at 1.84 µM. 340,000 compounds, 0.37% hits. AID 720551, 2013;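 active = maximum activity change below -70%; inconclusive = maximum activity change between -70% and -50%; inactive = maximum activity change above -50%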; also: % is scaled to controls: 0 for no effect and ±100 for the full control effect
#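 U2OS cells were transduced with wild-type KCNH2 virus (2.03 x 10^8 / mL) for 4 h at room temperature, then cultured overnight at 37 C. Thallium flux was read with FluxOr dye. Rate constants were normalized to DMSO controls.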
# Integrin act MD = qHTS for Activators of Integrin-Mediated Alleviation for Muscular Dystrophy | alpha7betagal myoblasts, beta-gal FDG fluorescence, 48 h | Potency, µM (top dose mostly 38.3 µM), for the others: at the top dose activation, most hits filed as activators | 350,000 compounds, 0.064% hits | AID 624291, 2012;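 also: potency is read from the fitted curve at half-maximal effect; 100% = response of the positive control SU9516; nearly all actives have a fitted effect of over 60% in size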
#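 alpha7betagal+/- myoblasts (passage 13, 250/well) treated 48 h at 37C with compounds at 1:260 dilution of DMSO stock. Lysed, then beta-galactosidase activity read as FDG fluorescence (ex 480/em 540) after 30 min, with pre-read for autofluorescence.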
# TRPV1 agonist = HTS Assay for Compounds that Act as Agonists of the Vanilloid Receptor 1; Transient receptor potential cation channel subfamily V member 1 (Homo sapiens), Q8NER1; TRPV1-expressing cells, Fluo-8 calcium influx, agonist mode; activation, % at 8.33 µM; 320,000 compounds, 0.19% hits; AID 540275, 2011; in the data active = activation above about 80%; inconclusive = between about 30% and that limit; also: 0% is about no effect
# Target sequence (Q8NER1 whole entry, looked up): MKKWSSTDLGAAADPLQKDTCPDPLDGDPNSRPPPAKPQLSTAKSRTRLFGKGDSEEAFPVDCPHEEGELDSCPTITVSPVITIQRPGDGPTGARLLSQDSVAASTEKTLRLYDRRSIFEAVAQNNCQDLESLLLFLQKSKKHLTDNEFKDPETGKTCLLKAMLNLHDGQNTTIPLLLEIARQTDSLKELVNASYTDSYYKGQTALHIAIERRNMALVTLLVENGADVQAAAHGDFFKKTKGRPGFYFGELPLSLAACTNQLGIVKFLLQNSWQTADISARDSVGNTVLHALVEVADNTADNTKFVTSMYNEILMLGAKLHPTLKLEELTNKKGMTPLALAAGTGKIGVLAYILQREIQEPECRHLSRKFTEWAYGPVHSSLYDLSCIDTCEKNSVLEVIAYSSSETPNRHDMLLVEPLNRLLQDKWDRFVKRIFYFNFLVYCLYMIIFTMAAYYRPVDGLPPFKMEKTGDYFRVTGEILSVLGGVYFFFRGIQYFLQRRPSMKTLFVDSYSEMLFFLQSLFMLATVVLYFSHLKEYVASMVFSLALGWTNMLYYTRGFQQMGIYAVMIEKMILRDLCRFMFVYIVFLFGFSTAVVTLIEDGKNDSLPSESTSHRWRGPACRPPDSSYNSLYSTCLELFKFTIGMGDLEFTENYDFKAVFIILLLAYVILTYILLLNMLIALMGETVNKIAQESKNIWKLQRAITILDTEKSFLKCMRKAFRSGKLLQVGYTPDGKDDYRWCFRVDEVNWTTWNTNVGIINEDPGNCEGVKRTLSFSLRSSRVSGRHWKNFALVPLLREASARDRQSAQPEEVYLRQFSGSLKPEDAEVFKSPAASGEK
#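 TRPV1-expressing cells were cultured overnight at 35.5C and loaded with Fluo-8 calcium dye for 40 to 90 min at room temperature. After a 10 s baseline, compound was added and calcium influx was read kinetically for 3 min (ex 480/em 520 nm).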
# MLL CXXC-DNA inh = qHTS Fluorescence Polarization Assay for Inhibitors of MLL CXXC domain - DNA interaction; MLL-CXXC / FITC-HOXA9 DNA fluorescence polarization; Potency, µM (top dose mostly 115 µM), without a hit: top-dose activity change, negative = inhibition, usual class: inhibitors; 290,000 compounds, 0.037% hits; active = well fitted inhibition curve with a large enough effect in the polarisation, with a control signal flat, not every such curve was filed as active; inconclusive = small, poorly fitted or top-dose-only effect, or effect the other way, or a change in a side signal; inactive = no such curve, though single readings can be large or run the other way; the % refers to the polarisation; also: potency is read from the fitted curve at half-maximal effect
#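 Fluorescence polarization: 7 uM MLL-CXXC (stock) preincubated 5 min with compounds, then 50 nM fluorescein-HOX-A9 DNA (stock) added; 30 min ambient. Buffer 50 mM Tris-HCl pH 7.5, 50 mM NaCl, 1 mM DTT, 0.05% BSA.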
# GALK inh = qHTS Assay for Inhibitors of Human Galactokinase (GALK). P51570. Purified GALK, Kinase-Glo residual ATP luminescence. Potency, µM (highest dose often 57.5 µM), for inactives: top-dose activity change, negative = inhibition, usual class: inhibitors. 270,000 compounds, 0.007% hits; also: potency is read from the fitted curve at half-maximal effect; % is scaled to controls: 0 for no effect and ±100 for the full control effect
#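 Human GALK (5 nM) with 35 uM ATP and 100 uM galactose in 20 mM HEPES pH 8.0, 5 mM MgCl2, 60 mM NaCl, 1 mM DTT, 0.01% BSA. After 1 h at room temperature, leftover ATP was read by Kinase-Glo Plus luminescence.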
# ASM inhibitor = Inhibitors of Secretory Acid Sphingomyelinase (S-ASM): qHTS | Sphingomyelin phosphodiesterase (Homo sapiens), P17405 | Potency, µM (top dose mostly 57.5 µM), without a hit: top-dose activity change, negative = inhibition, actives largely listed as inhibitors | 340,000 compounds, 0.006% hits | AID 504937, 2011 | placental ASM, HMU-PC fluorogenic substrate, 60 min; also: potency is read from the fitted curve at half-maximal effect
#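 Human placenta-derived ASM enzyme was preincubated with compound for 10 minutes at room temperature, then given fluorogenic substrate HMU-PC0 (9 uM final) for 60 minutes at 37 °C; a pH 10 stop preceded fluorescence reading at Ex 386/Em 447 nm.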
# MBNL1 CUG block = qHTS Assay for Inhibitors of MBNL1-poly(CUG) RNA binding; Muscleblind-like protein 1 (Homo sapiens), Q9NR56; TR-FRET MBNL1-His/biotin-(CUG)12 binding, 665/545 ratio; Potency, µM (highest dose often 57.5 µM), inactives show at the top dose activity change, negative = inhibition, actives largely listed as inhibitors; 280,000 compounds, 0.036% hits; active = well fitted inhibition curve with a large enough effect in the signal ratio, with a control signal flat, not every such curve was filed as active; inconclusive = small, poorly fitted or top-dose-only effect, or effect the other way, or a change in a side signal; inactive = no such curve, though single readings can be large or run the other way; the % refers to the signal ratio; also: potency is read from the fitted curve at half-maximal effect; % is scaled to controls: 0 for no effect and ±100 for the full control effect
#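 Inhibition of protein-RNA binding appears as loss of TR-FRET between terbium anti-His antibody on MBNL1-His and streptavidin-XL665 on biotin-(CUG)12. Activity is normalized to buffer-only and uninhibited-complex controls.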
# FBPA coupling cs = qHTS Assay for Inhibitors of Fructose-1,6-bisphosphate Aldolase from Giardia Lamblia: Coupling assay counterscreen | coupling enzyme system counterscreen, AmpLite Red fluorescence | activity change, negative = inhibition, % at 58.2 µM, hits read low | 290,000 compounds, 0.67% hits; in the data active = activity change below about -30%; also: % is scaled to controls: 0 for no effect and ±100 for the full control effect
#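 Activity here indicates interference with the coupling reaction, not aldolase inhibition. Compounds at 57.5 uM final met coupling enzymes for 10 min at RT; substrate and AmpLite Red detection followed, with a 525/598 nm fluorescence read after 20 min.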
# Starred values were filed as active, the others as inactive; i = inactive; ? = inconclusive; . = no result given; [ ] = remark or other dose. Unless noted, calls follow the shape of the dose curve; as a rule, active = well fitted curve in the direction sought with a large enough effect; inconclusive = small, poorly fitted or top-dose-only effect, or another doubt; inactive = no such curve, though single readings can be large; an effect the other way counts as inactive or inconclusive.
Compound	GALK inh	hERG WT inh	MBNL1 CUG block	MLL CXXC-DNA inh	TRPV1 agonist	Integrin act MD	FBPA coupling cs	KCNH2 3.1 inh	ASM inhibitor	A-T KAP1 phos
Cc1cc2oc(=O)c(CC(=O)NCCCO)c(C)c2c2occ(C(C)(C)C)c12	-6%	-1	23%	-4%	?	-9%	1	3	-11%	-5%
CCS(=O)(=O)N1CCN(C(=O)c2cc(OC)cc(OC)c2)CC1	-3%	3	-2%	8%	-1	18%	1	9	3%	2%
O=C(NCCc1ccccc1)c1nc(CS(=O)(=O)c2ccc(Cl)cc2)no1	10%	5	-1%	11%	14	1%	0	-1	-5%	-12%
Cc1nc(NS(=O)(=O)c2ccccc2)sc1C(=O)N/N=C/c1ccccc1	.	0	7%	18%	0	40%	-24	-1	-15%	3%
O=C(c1ccc(Cl)s1)N1CCN(S(=O)(=O)c2ccc(Cl)cc2)CC1	.	-3	.	.	.	28%	.	12	-3%	22%
CC(=O)c1cc(CN2CCN(Cc3ccccc3)C(CCO)C2)cs1 (configuration not stated)	0%	0	-7%	1%	-1	0%	-1	49	0%	7%
O=C(NCCOc1ccccc1)c1cccc(S(=O)(=O)NCc2ccccc2)c1	.	0	.	.	-1	0%	.	2	0%	10%
O=C(Nc1nnc(SCc2ccc(F)cc2)s1)c1ccc2c(c1)C(=O)N(c1ccccc1Cl)C2=O	-3%	i	-5%	4%	0	-29%	13	10	-4%	1%
COc1ccc(S(=O)(=O)N(C)c2ccc(C(=O)N3CCC(C(N)=O)CC3)cc2)cc1	-1%	-13	6%	-6%	2	10%	0	-2	3%	10%
CSc1nc(N(C)C)nc(N2CC(=O)N(CCNS(=O)(=O)c3ccc(C)cc3)C2=N)n1	1%	-9	.	0%	-3	-25%	6	0	-1%	5%
O=C(NCCN=C1NS(=O)(=O)c2ccccc21)c1ccncc1	0%	8	0%	-3%	-1	-5%[7.66 µM]	2	-5	-1%	-1%
CC(C)(C)C(=O)Cn1ncc(N2CCOCC2)c(Cl)c1=O	-1%	-1	1%	2%	4	-2%	-1	-6	4%	-12%
CN1CCC(N(C)C(=O)COc2ccc(S(=O)(=O)N3CCOCC3)cc2)CC1	0%	-1	0%	-1%	1	4%	-1	-2	0%	1%
O=P1(O)Cc2ccccc2-c2ccccc21	.	-11	.	.	.	17%	.	-5	-2%	.
CCOc1cc(C2C(C(=O)OC)=CN(Cc3ccc(Cl)cc3)C=C2C(=O)OC)ccc1O	0%	-8	8%	3%	1	-7%	-1	-9	170%[activator]	0%
C1=CC2C3C=CC(C3)C2C1 (configuration not stated)	.	3	.	.	-1	.	.	-9	0%	6%
O=S(=O)(c1ccc2c(c1)OCCO2)N1CCN(Cc2ccccc2)CC1	-2%	4	-7%	1%	22	-10%	4	-23	2%	0%
O=S(=O)(Nc1ccccn1)c1ccc(C2CCCCC2)cc1	0%	10	1%	2%	18	-8%	8	-12	-7%	5%
CCCC(C)NC(=O)c1ccc(F)cc1 (configuration not stated)	0%	0	8%	4%	12	-6%	-4	-3	4%	4%
COc1ccc(NC(=O)CCc2nnc3ccc(N4CCC(C)CC4)nn23)cc1OC	-4%	1	3%	4%	2	-8%	.	-6	0%	0%
CCN(CC)c1ncn(Cc2c(Cl)cccc2Cl)c2ncnc1-2	.	-6	-8%	1%	21	9%	1	13	-1%	1%
O=C(O)CCC(=O)c1ccc2c(c1)OCCO2	0%	4	-10%	0%	.	19%	5	15	3%	4%
O=C(NNS(=O)(=O)c1ccc(F)cc1)c1cnn(-c2ccccc2)c1C(F)(F)F	0%	24	-9%	34%	13	22%	17	-1	0%	10%
CCCSc1nsc(NC(=O)c2cccnc2OCC)n1	0%	-4	-5%	-4%	5	?	5	1	?	12%
Cc1ccc(NC(=O)/C(CN(C)C)=N\O)cc1	0%	-6	-12%	?	-1	9%	-1	4	2%	8%
CC1Cn2c(nnc2-c2cccc(Cl)c2)S1 (configuration not stated)	-1%	2	-3%	-2%	2	15%	-3	12	1%	1%
COc1ccc2c(c1)C=C(CN1CCN(C3CCCC3)C(CCO)C1)CO2 (configuration not stated)	1%	27	6%	0%	2	16%	0	-14	1%	11%
COc1ccc2cc(C(=O)NCCO)sc(=O)c2c1OC	0%	1	?	-11%	2	3%	1	1	18%	.
CCOc1c2ccc(C(=O)NCc3cc(C(F)(F)F)cc(C(F)(F)F)c3)cc2nn1CCOC	.	-4	8%	1%	-1	3%	-1	-1	33%	1%
COc1ccccc1N1CCN(C(=O)c2n[nH]c3ccccc23)CC1	10%	-2	-9%	2%	19	?	1	0	4%	-2%
C=CCOc1c(Br)cc(CNc2ccc(NC(=O)CCC)cc2)cc1OCC	5%	-13	-10%	-6%	-3	-1%	-1	-7	-19%	2%
CCSc1ccc(C(=O)Nc2ccc(Br)cn2)cc1[N+](=O)[O-]	-2%	7	2%	-7%	-9	-18%	1	-9	-7%	18%
Cc1ccccc1NC(=O)COC(=O)[C@@H]1CCCN1C(=O)c1cccs1	.	3	.	.	.	1%	.	3	-1%	-7%
Oc1c(C(c2cccs2)N2CCOCC2)sc2ncnn12 (configuration not stated)	4%	0	22%	0%	-1	3%	0	10	2%	4%
Cc1ccc(NC(=O)Nc2ccc([N+](=O)[O-])cc2)nc1	5%	7	38%[activator]	7%	0	15%	2	3	0%	-1%
CSCC[C@H](NC(=O)[C@@H]1CSC2c3ccccc3C(=O)N21)C(=O)NCc1ccco1 (some centres not stated)	-5%	-9	-1%	8%	3	-31%	.	2	0%	-4%
COc1ccc(CCN(C)C(=O)c2ccc(S(=O)(=O)Nc3ccccc3F)cc2)cc1OC	.	6	.	.	.	-9%	.	33	1%	.
Cc1ccc(CN2CCN(CC(=O)N/N=C/c3c[nH]c4ccccc34)CC2)cc1	0%	31	4%	10%	-3	-1%	3	-28	1%	-2%
O=C(c1cc(-c2ccc(Cl)cc2)n(-c2cc(Cl)ccc2Cl)n1)N1CCOCC1	-4%	-11	-1%	-1%	?	-16%	-19	-44	-17%	4%
CN(C(=O)c1cccc(NC(=O)c2cccs2)c1)c1ccccc1	-1%	16	-11%	-1%	-3	26%	.	-15	-3%	8%
O=P(O)(COc1ccccc1)COc1ccccc1	-1%	-6	-9%	1%	1	0%	12	18	0%	2%
CCN1CCN(CCCNC(=O)c2ccc(CS(=O)c3ccc(Br)cc3)o2)CC1 (configuration not stated)	0%	-11	1%	8%	1	-8%	.	-12	5%	2%
COC(=O)c1ccc(CSc2nc3c(c(=O)n2-c2ccc(F)cc2)SCC3)o1	0%	8	10%	8%	-3	-15%	1	12	0%	-4%
CCOC(=O)COc1ccc2c(c1)C(=O)CC1(CCCCC1)O2	2%	-18	1%	-6%	?	10%[7.66 µM]	2	-14	291%[activator]	.
O=C(Nc1cc(S(=O)(=O)N2CCOCC2)ccc1N1CCOCC1)c1ccccc1[N+](=O)[O-]	.	22	.	.	.	28%	.	13	-3%	3%
C/C(Cn1cnc([N+](=O)[O-])n1)=N/NC(=O)COc1c(Cl)cc(Cl)cc1Cl	.	-8	33%[activator]	-8%	2	?	3	-3	2%	-3%
Cc1ccccc1N=C1SC(CC(=O)Nc2ccc3ccccc3c2)C(=O)N1Cc1ccccn1 (configuration not stated)	0%	5	.	3%	26	-50%[inhibitor]	8	-1	.	.
COC(=O)c1sccc1Oc1ccc(F)cc1[N+](=O)[O-]	-3%	-5	?	0%	-1	21%	-2	-35	2%	0%
OC(CSc1ccccc1)CN1CCN(c2cccc(Cl)c2)CC1 (configuration not stated)	.	-37	.	.	.	4%	.	?	3%	.
Cc1cc(C)c(C(=O)c2ccc(C(=O)N3CCCCC3)cc2)c(C)c1	3%	-9	0%	?	?	3%	4	15	-1%	8%
